KCNH2 WT inh: KCNH2 (human, wildtype) channel inhibition; Q12809; U2OS, BacMam KCNH2, thallium flux FluxOr; active compounds read low; activity change, % at 1.84 µM; hit rate 0.37% among 340,000;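 active = maximum activity change below -70%; inconclusive = maximum activity change between -70% and -50%; inactive = maximum activity change above -50%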
Target sequence (Q12809 whole entry, looked up): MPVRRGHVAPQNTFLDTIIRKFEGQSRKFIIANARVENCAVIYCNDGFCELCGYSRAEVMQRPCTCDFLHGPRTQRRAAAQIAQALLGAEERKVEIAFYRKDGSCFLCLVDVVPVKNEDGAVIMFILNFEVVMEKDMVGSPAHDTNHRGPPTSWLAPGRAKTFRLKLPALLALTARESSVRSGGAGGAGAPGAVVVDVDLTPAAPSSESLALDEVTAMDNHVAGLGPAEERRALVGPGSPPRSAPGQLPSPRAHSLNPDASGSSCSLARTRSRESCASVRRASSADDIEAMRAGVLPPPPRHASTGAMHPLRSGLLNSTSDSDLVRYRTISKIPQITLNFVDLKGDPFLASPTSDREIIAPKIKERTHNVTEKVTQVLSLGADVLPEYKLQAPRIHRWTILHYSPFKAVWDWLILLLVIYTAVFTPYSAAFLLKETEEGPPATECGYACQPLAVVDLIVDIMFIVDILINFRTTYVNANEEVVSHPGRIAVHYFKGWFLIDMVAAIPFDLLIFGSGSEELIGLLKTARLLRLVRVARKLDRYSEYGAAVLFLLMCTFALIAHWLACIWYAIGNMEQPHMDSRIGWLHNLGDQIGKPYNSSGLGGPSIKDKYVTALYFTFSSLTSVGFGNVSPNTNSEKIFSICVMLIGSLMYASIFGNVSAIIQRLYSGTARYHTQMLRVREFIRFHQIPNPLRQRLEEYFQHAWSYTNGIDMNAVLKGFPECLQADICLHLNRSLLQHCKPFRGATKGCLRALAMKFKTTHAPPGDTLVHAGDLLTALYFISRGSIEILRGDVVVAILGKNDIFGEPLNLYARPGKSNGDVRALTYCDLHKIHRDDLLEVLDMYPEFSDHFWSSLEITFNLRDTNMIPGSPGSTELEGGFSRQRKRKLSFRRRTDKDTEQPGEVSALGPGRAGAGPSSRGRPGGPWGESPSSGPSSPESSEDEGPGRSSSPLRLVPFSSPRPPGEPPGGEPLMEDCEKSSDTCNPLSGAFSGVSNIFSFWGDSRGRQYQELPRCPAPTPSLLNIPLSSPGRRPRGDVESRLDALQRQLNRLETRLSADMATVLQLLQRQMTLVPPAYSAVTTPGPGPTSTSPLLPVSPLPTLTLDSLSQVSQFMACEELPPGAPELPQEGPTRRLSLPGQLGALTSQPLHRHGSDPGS
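U2OS cells were transduced with wild-type KCNH2 virus (2.03 x 10^8 / mL) for 4 h at room temperature, then cultured overnight at 37 C. Thallium flux was read with FluxOr dye. Rate constants were normalized to DMSO controls.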
PKM2 activator: increases activity of human pyruvate kinase M2; hit rate 0.34% among 260,000; AID 1631; purified PKM2, Kinase-Glo ATP luminescence, activation; response scale: 0% is enzyme alone, no compound; P14618; Potency, µM (doses to about 57.5 µM), inactives show at the top dose activation, actives largely listed as activators; also: potency is read from the fitted curve at half-maximal effect; nearly all actives have a fitted effect of over 55% in size
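hPK-M2, >95% pure; 0.1 mM ADP / 0.5 mM PEP final; imidazole pH7.2 buffer w/ 7 mM MgCl2, 50 mM KCl; 1 h RT; Kinase-Glo lum. Intermediate enzyme activity for dual inhibitor/activator qHTS.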
USP2a block: USP2a (human) protease inhibition | O75604 | USP2 core, Ub-CHOP2 coupled fluorogenic reporter, 485/531 | hit rate 0.01% among 330,000 | Potency, µM (top dose mostly 38.3 µM), inactives show at the highest dose activity change, negative = inhibition, usual class: inhibitors;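 also: potency is read from the fitted curve at half-maximal effect; plate controls were DMSO wells for no effect and full inhibition by NEM control for full effect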
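Deubiquitinase activity read as fluorescence (485/531 nm) after Ub-CHOP2 cleavage activates the enterokinase reporter on its substrate; USP2 core 10nM, Ub-CHOP2 and substrate 25nM each, 30min compound preincubation then 60min RT; data normalized to NEM, curves fitted.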
BCR signal inh: inhibitors of chronic active B-cell receptor signaling. Potency, µM (series often up to 46.1 µM), for inactives: top-dose ratio change, negative = lower green/red ratio, usual class: inhibitors. hit rate 0.05% among 340,000. AID 493014. ABC-DLBCL IkBa-CBG/CBR reporter, luminescence ratio, 4 h; active = well fitted inhibition curve with a large enough effect in the signal ratio, with a control signal flat, not every such curve was filed as active; inconclusive = small, poorly fitted or top-dose-only effect, or effect the other way, or a change in a side signal; the % refers to the signal ratio;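 also: potency is read from the fitted curve at half-maximal effect; plate controls were basal doxycycline-induced cells for no effect and cells given 10 µM MG132 for full effect; MG132 reads +100%, hits lower the ratio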
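Cell line TMD8 (human ABC DLBCL), stably expressing tet-inducible CBG68-IkBa fusion and CBR; IMDM/0.5% FBS; cpd up to 46 uM; dox induction, 4 h, 37C/5% CO2; dual luminescence; green/red ratio; MG132 control.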
Eya2 inh: Eya2 (human) phosphatase inhibition | recombinant Eya2, OMFP fluorescence dephosphorylation (OMFP is methylfluorescein phosphate) | Potency, µM (doses to about 76.9 µM), without a hit: top-dose activity, negative = inhibition, most hits filed as inhibitors | hit rate 0.006% among 330,000; also: potency is read from the fitted curve at half-maximal effect
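Eya2 protein (added as 0.2 uM solution) was preincubated with compound for 10 min at ambient temperature in 50 mM HEPES pH 7.5, 50 mM NaCl, 5 uM MgCl2, 0.05% BSA, 1 mM DTT. OMFP (added at 50 uM) then reacted 10 min; fluorescence read at 485/525 nm.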
uPA generation: cell surface uPA generation inhibition. cell surface uPA generation assay, qHTS. Potency, µM (top dose mostly 38.3 µM), for inactives: top-dose activity change, negative = inhibition, most hits filed as inhibitors. hit rate 0.31% among 330,000. AID 540303; active = well fitted inhibition curve with a large enough effect; inconclusive = small, poorly fitted or top-dose-only effect; inactive = no such curve, though single readings can be large or run the other way; tested in mouse RAW 264.7 cells; also: potency is read from the fitted curve at half-maximal effect; nearly all actives have a fitted effect of over 55% in size
FBPA coupling cs: inhibits coupling enzyme system, counter-screen for aldolase hits; activity change, negative = inhibition, % at 58.2 µM, hits read low; coupling enzyme system counterscreen, AmpLite Red fluorescence; hit rate 0.67% among 290,000; AID 2472; in the data active = activity change below about -30%
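Activity here indicates interference with the coupling reaction, not aldolase inhibition. Compounds at 57.5 uM final met coupling enzymes for 10 min at RT; substrate and AmpLite Red detection followed, with a 525/598 nm fluorescence read after 20 min.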
KCNH2 3.1 inh: inhibitors of human KCNH2 3.1 potassium channel isoform | activity change, % (tested at about 1.8 µM) | hit rate 0.95% among 340,000 | U2OS KCNH2 3.1, thallium flux FluxOr; active compounds read low | AID 720553;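 active = maximum activity change below -70%; inconclusive = maximum activity change from -70% to -50%; inactive = maximum activity change above -50%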;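 also: thallium influx rate constant from kinetic fluorescence after stimulation buffer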
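Measured as rate of thallium-driven FluxOr signal in transduced U2OS cells carrying the 3.1 channel, read kinetically for 2 min upon stimulation; values are rate constants scaled to DMSO control wells.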
B2AR arrestin: beta2AR (human) beta-arrestin recruitment activity | P07550 | beta-arrestin recruitment to beta2AR, cell-based reporter | Potency, µM (series often up to 46.1 µM), inactives show at the highest dose activation, hits mostly activators | hit rate 0.02% among 330,000 | AID 492947;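 also: potency is read from the fitted curve at half-maximal effect; 0% = DMSO controls and full agonism = EC100 isoproterenol or metaproterenol; nearly all actives have a fitted effect of over 65% in size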
Giardia kill: Giardia lamblia killing. Giardia lamblia trophozoite viability. activity change, % at 7.66 µM, hits read low. hit rate 0.15% among 340,000. AID 540267; in the data active = activity change below about -80%; inconclusive = between about -30% and that limit;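 also: parasites exposed to compound for two days anaerobically before the ATP read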
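Killing of trophozoites was scored by loss of ATP luminescence after a 48 hrs anaerobic exposure to compounds at 37 deg C, using 100 cells per well.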
GALK inhibitor: galactokinase (human) inhibition; Purified GALK, Kinase-Glo residual ATP luminescence; Potency, µM (highest dose often 57.5 µM), for inactives: at the top dose activity change, negative = inhibition, actives largely listed as inhibitors; hit rate 0.007% among 270,000; AID 1868; also: potency is read from the fitted curve at half-maximal effect
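GALK at 5 nM final was combined with compound, 35 uM ATP and 100 uM galactose in HEPES pH8.0 with MgCl2 and DTT. The reaction ran one hour at room temperature before luminescent ATP detection.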
* hit, by the source's call; i = inactive; u = inconclusive; x = not tested or not shown; [ ] = remark or other dose. Unless noted, calls follow the shape of the dose curve; as a rule, active = well fitted curve in the direction sought with a large enough effect; inconclusive = small, poorly fitted or top-dose-only effect, or another doubt; inactive = no such curve, though single readings can be large; an effect the other way counts as inactive or inconclusive. Unless noted, % is scaled to controls: 0 for no effect and ±100 for the full control effect. Not a hit list; 2.4% or so of the library scored in one or more.

SMILES	KCNH2 WT inh	PKM2 activator	USP2a block	BCR signal inh	Eya2 inh	uPA generation	FBPA coupling cs	KCNH2 3.1 inh	B2AR arrestin	Giardia kill	GALK inhibitor
CCOc1ccc(CCNC(=O)c2cccc(S(=O)(=O)N3CCN(C(C)=O)CC3)c2)cc1OCC	-6	x	0%	-9%	-7%	-7%	x	0	-0.3%	-7	x
COc1ccc(NC(=O)c2cc(-c3ccccc3)on2)cc1OC	4	-8%	0%	-11%	0%	7%	0	-76*	-0.6%	21	3%
CCOC(=O)c1cnc(SCc2ccc(C(C)(C)C)cc2)nc1N	-8	2%	-1%	-13%	-9%	-4%	0	0	0.0%	3	-2%
COCCn1c(-c2ccccc2Cl)nc2c(c(=O)c3ccccc3n2C)c1=O	1	1%	4%	u	0%	3%	4	-5	-1.7%	12	1%
COc1ccc2c(c1)CC/C(=C/c1ccco1)C2=O	-6	-24%	4%	15%	-12%	-27%	1	-2	-0.5%	-11	x
COc1cc2c3nnc(-c4ccc(F)cc4)c-3cn(Cc3ccccc3F)c2cc1OC	i	-9%	4%	u	-8%	4%	0	-4	0.3%	-6	-2%
CC(Oc1ccc(Br)cc1Br)C(=O)Nc1cccnc1 (stereo unspecified)	2	x	-1%	8%	-19%	-6%	x	18	0.1%	-16	0%
O=C(COC(=O)COc1ccc(Cl)cc1Br)NC1CC1	-1	x	0%	3%	8%	10%	x	-5	-0.2%	2	x
Cc1cccc(Oc2cc(N)cc([N+](=O)[O-])c2)c1	-8	2%	1%	-2%	-7%	5%	-1	-10	0.2%	-12	2%
COc1ccccc1-c1cc(C(=O)N2CCCC2)no1	1	-6%	1%	u	-4%	-6%	2	-21	0.0%	-6	-5%
Cc1c(Cl)cccc1NC(=O)CC1NCCNC1=O (stereo unspecified)	3	-6%	0%	-6%	2%	-2%	1	12	-0.1%	-14	0%
COC(=O)C1=C(C)Nc2ncnn2C1c1ccccn1 (stereo unspecified)	-11	-4%	-4%	u	-15%	10%	3	-11	-0.3%	8	0%
COc1cccc(OC)c1C(=O)NCCSC1CCCCC1	-9	2%	-3%	3%	-5%	13%	-1	13	-0.9%	14	-2%
C/C(=N/NC(=O)c1ccc(Br)o1)c1cccc(NC(=O)c2ccc(F)cc2)c1	9	0%	0%	u	10%	4%	x	-2	0.1%	-7	4%
CCOC(=O)C1=CN(Cc2cccc(F)c2)S(=O)(=O)N(CC)C1c1ccccc1 (stereo unspecified)	-5	x	-7%	-8%	1%	2%	x	-7	0.0%	-10	x
CC1CCN(CCOc2ccccc2-c2ccccc2)CC1	7	-1%	-2%	5%	-18%	-7%	0	-3	-0.1%	6	0%
Cc1cccnc1CN1CCN(C(=O)CCc2nnc(CCc3ccccc3)o2)CC1	3	6%	3%	17%	u	-1%	3	-5	-1.0%	7	0%
N#C/C(=C\c1c[nH]c2ccccc12)C(N)=O	12	-11%	-9%	0%	u	-9%	2	12	0.1%	23	3%
COc1ccc(C(=O)Nc2ccc(S(=O)(=O)Nc3nccc(C)n3)cc2)cc1	1	x	5%	1%	1%	9%	3	-13	-1.0%	-1	4%
CCS(=O)(=O)N1CCC(C(=O)Nc2cc([N+](=O)[O-])ccc2C)CC1	-12	1%	3%	-8%	17%	12%	0	-30	-0.4%	-6	-3%
COc1cc2c(cc1OC)-c1cc3ccc4c(c3c[n+]1CC2)OCO4	0	-2%	29%	u	20%	-5%	-44*	1	-0.3%	-4	x
CCc1nc(N2CCC3(CC2)OCCO3)c2nnn(Cc3ccccc3Cl)c2n1	-8	-15%	-7%	-1%	-20%	7%	x	0	-0.3%	-8	-1%
O=C(CCNC(=O)c1ccco1)Nc1cccc(Br)c1	5	1%	2%	4%	-1%	1%	2	-4	-0.3%	8	4%
COc1ccc(Cn2nnnc2CN2CCc3ccccc3C2)cc1	-19	-1%	3%	-12%	19%	2%	5	-7	-0.1%	-12	3%
CN(C(=O)CN1C(=O)NC(C)(CCc2ccccc2)C1=O)c1ccccc1 (stereo unspecified)	6	x	2%	-16%	10%	12%	x	14	0.2%	-29	x
O=[N+]([O-])c1ccc(O)c(/C=N/Nc2nn[nH]n2)c1	-3	-13%	0%	10%	-4%	2%	-5	-10	0.1%	1	-2%
COc1ccc(NS(=O)(=O)c2ccc3c(c2)NC(=O)CO3)cc1	3	13%	1%	-4%	-13%	4%	-2	2	0.1%	-13	1%
COC(=O)c1ccc(N/C=C\C(=O)c2ccc3c(c2)OCO3)cc1	-1	3%	1%	x	-8%	5%	0	-9	-1.6%	-5	5%
Cc1c(OC(C)C(=O)NCC2CCC(C(=O)O)CC2)ccc2c3c(c(=O)oc12)CCCC3 (stereo unspecified)	-6	2%[0.46 µM]	1%	-3%	3%	-4%	1	0	-0.5%	-17	-1%
O=C(c1cccs1)N1CCC(C(=O)N2CCN(Cc3ccc4c(c3)OCO4)CC2)CC1	0	-1%	0%	-7%	-3%	-7%	0	3	0.0%	-4	0%
COc1ccc2cc(CN(Cc3cccnc3)S(=O)(=O)c3ccccc3)c(=O)[nH]c2c1	4	-3%	2%	-4%	9%	-5%	0	-2	0.4%	-6	6%
CC(=O)Nc1ccc(S(=O)(=O)Nc2nc3ccccc3nc2Nc2ccc(O)c(C(=O)O)c2)cc1	7	-31%	u	u	4%	-4%	19	-11	0.2%	-7	6%
FC(F)Oc1ccc(NC(=S)NC2CCCCCCC2)cc1	-5	-3%	-1%	7%	0%	1%	-2	-33	-0.8%	1	13%
O=C(Nc1ccccc1)NC1(C(=O)N2CCN(c3ncccn3)CC2)CCCCC1	-2	3%	4%	2%	-12%	-1%	0	u	-0.9%	-1	4%
COc1ccc(C(=O)NNC2=NS(=O)(=O)c3ccccc32)cc1OC	-5	x	2%	1%	7%	2%	3	-8	-0.5%	2	0%
COc1ccc(S(=O)(=O)N2CCN(Cc3ccccc3)CC2)c(C)c1	5	1%[11.5 µM]	0%	-5%	-4%	7%	-1	-7	-0.2%	0	7%
O=C(CN1CCN(S(=O)(=O)/C=C/c2ccccc2)CC1)Nc1ccccc1N1CCOCC1	10	-2%	8%	-5%	6%	4%	0	1	-0.9%	8	6%
O=C1CC(C(=O)Nc2cccc3ccccc23)C2(CCCC2)O1 (stereo unspecified)	-11	-1%	2%	1%	-6%	-1%	-6	-4	-0.3%	0	-3%
O=C(NCCCCC(NC(=O)c1ccc([N+](=O)[O-])cc1)C(=O)O)c1ccc([N+](=O)[O-])cc1 (stereo unspecified)	-3	2%	2%	0%	0%	-1%	1	-13	-0.8%	5	-3%
CC1CCC2(CC1)NC(=O)N(CC(=O)Nc1ccc(N3CCOCC3)cc1)C2=O (stereo unspecified)	-8	0%	0%	15%	7%	8%	1	0	-0.2%	-12	-5%

The last 2 records of the section above lead into the next:
SMILES	KCNH2 WT inh	PKM2 activator	USP2a block	BCR signal inh	Eya2 inh	uPA generation	FBPA coupling cs	KCNH2 3.1 inh	B2AR arrestin	Giardia kill	GALK inhibitor
O=C(NCCCCC(NC(=O)c1ccc([N+](=O)[O-])cc1)C(=O)O)c1ccc([N+](=O)[O-])cc1 (stereo unspecified)	-3	2%	2%	0%	0%	-1%	1	-13	-0.8%	5	-3%
CC1CCC2(CC1)NC(=O)N(CC(=O)Nc1ccc(N3CCOCC3)cc1)C2=O (stereo unspecified)	-8	0%	0%	15%	7%	8%	1	0	-0.2%	-12	-5%
CCCCOc1ccc(C(=O)NCCc2ccccc2)cc1	-17	-2%[11.5 µM]	-2%	u	-12%	u	2	10	0.4%	27	5%
CSc1cccc(N/C(=N/S(=O)(=O)c2ccccc2)NN)c1	-1	x	-8%	u	16%	-1%	-1	-8	-0.1%	-8	2%
COc1cc(NC(=O)CSc2ccc3c(c2)OCCO3)cc(OC)c1OC	45	4%	3%	7%	5%	4%	-2	0	0.2%	13	-1%
COc1ccc(C(=O)NC(=C(Cl)Cl)S(=O)(=O)c2ccc(C)cc2)cc1	-3	-2%	3%	u	-2%	u	x	-13	3.1%	21	-9%
Cc1ccc(CNC(=O)C2CC(c3ccccc3F)=NO2)cc1 (stereo unspecified)	13	-1%	11%	u	-5%	u	-1	8	0.5%	19	-2%
CCOC(=O)c1c(NC(=O)CSc2nnc(C)s2)sc2c1CCN(C)C2	-5	-5%	3%	-2%	-1%	5%	-8	10	-0.2%	-23	0%
O=C1/C(=C\c2c(NCCOCCO)nc3ccccn3c2=O)SC(=S)N1Cc1ccco1	-17	-9%	3%	8%	17%	-1%	-2	4	0.3%	-15	0%
CN(CC(=O)NCCCc1ccccc1)Cc1ccc(Br)cc1	8	x	5%	0%	-5%	3%	3	-31	1.3%	-4	-1%
COc1ccc(CCNC(=O)c2cccnc2)cc1	-7	-3%	0%	-9%	-5%	-2%	-3	13	-0.1%	-13	0%
CCc1ccc(N2CC(C(=O)OCc3csc(CC(=O)Nc4ccccc4C)n3)CC2=O)cc1 (stereo unspecified)	4	x	-2%	-2%	-1%	6%	x	2	-0.1%	0	x
